FLuc modulator = firefly luciferase modulation, counter-screen for miR-21 project; P08659; purified FLuc, Km substrates, luminescence inhibition; Potency, µM (doses to about 57.5 µM), for inactives: at the highest dose activity change, negative = inhibition, hits mostly inhibitors; 6.9% of 360,000 active;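 note: potency is the fitted concentration of half-maximal effect; plate controls were vehicle for no effect and reference inhibitor for full effect; nearly all actives have a fitted effect of over 55% in size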
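Biochemical qHTS of compounds, final roughly 60 µM downward over six points, against 10 nM purified firefly luciferase using Km concentrations of substrates (10 uM D-luciferin, 10 uM ATP) in Tris acetate pH 7.5 buffer; luminescence output.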
uPA surface inh = cell surface uPA generation inhibition | cell surface uPA generation assay, qHTS | Potency, µM (top dose mostly 38.3 µM), inactives show top-dose activity change, negative = inhibition, hits mostly inhibitors | 0.31% of 330,000 active | AID 540303; active = well fitted inhibition curve with a large enough effect; inconclusive = small, poorly fitted or top-dose-only effect; inactive = no such curve, though single readings can be large or run the other way; tested in mouse RAW 264.7 cells; note: potency is the fitted concentration of half-maximal effect; % is set by controls: 0 for no effect and ±100 for the full control effect; nearly all actives have a fitted effect of over 55% in size
Gal4-VP16 FLuc = inhibits Gal4-VP16 luciferase reporter, ROR gamma counter-screen; Drosophila S2 Gal4-VP16 UAS-luciferase, luminescence, 20 h; 3.5% of 310,000 active; Potency, µM (series often up to 53.6 µM), inactives show at the top dose activity, negative = inhibition, hits mostly inhibitors;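 note: Gal4-VP16 expression switched on by copper sulfate through the metallothionein promoter; potency is the fitted concentration of half-maximal effect; % is set by controls: 0 for no effect and ±100 for the full control effect; nearly all actives have a fitted effect of over 50% in size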
FBPA coupling cs = counter-screen for Giardia aldolase inhibitors: coupling enzyme system. coupling enzyme system counterscreen, AmpLite Red fluorescence. activity change, negative = inhibition, % at 58.2 µM, hits read low. 0.67% of 290,000 active. AID 2472; in the data active = activity change below about -30%; note: % is set by controls: 0 for no effect and ±100 for the full control effect
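Activity here indicates interference with the coupling reaction, not aldolase inhibition. Compounds at 57.5 uM final met coupling enzymes for 10 min at RT; substrate and AmpLite Red detection followed, with a 525/598 nm fluorescence read after 20 min.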
Tb PFK block = inhibitors of T. brucei phosphofructokinase; T. brucei PFK, ADP-Glo luminescence; Potency, µM (highest dose often 57.5 µM), inactives show at the top dose activity, negative = inhibition, hits mostly inhibitors; 0.17% of 330,000 active; AID 485367;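 note: potency is the fitted concentration of half-maximal effect; 0% = uninhibited 1x PFK enzyme wells and -100% = no-enzyme wells; nearly all actives have a fitted effect of over 60% in size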
Target sequence (O15648 whole entry, looked up): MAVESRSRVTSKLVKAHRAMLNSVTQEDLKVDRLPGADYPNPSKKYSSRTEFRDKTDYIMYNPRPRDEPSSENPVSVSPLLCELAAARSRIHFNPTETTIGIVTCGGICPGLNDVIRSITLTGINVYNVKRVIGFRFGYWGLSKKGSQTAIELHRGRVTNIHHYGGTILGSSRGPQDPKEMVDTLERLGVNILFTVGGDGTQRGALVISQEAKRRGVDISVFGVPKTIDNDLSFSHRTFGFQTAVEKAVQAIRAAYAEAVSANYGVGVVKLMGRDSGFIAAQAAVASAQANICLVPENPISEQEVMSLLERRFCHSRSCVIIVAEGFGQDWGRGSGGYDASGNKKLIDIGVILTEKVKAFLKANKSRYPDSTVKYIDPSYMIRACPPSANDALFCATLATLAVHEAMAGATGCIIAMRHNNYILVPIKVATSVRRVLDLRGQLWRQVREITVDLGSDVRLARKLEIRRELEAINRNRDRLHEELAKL
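Luminescent ADP detection (ADP-Glo, two-step: ATP depletion then ADP-to-ATP conversion for luciferase) reported PFK activity after 45 min room-temperature reaction of 1.25 nM enzyme with 0.5 mM F6P and 0.1 mM ATP at pH 8.0.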
RORg inh = inhibitors of mouse ROR gamma transcriptional activity; Drosophila S2 Gal4-RORgamma UAS-luciferase reporter, 20 h; Potency, µM (top dose mostly 53.6 µM), without a hit: at the highest dose activity change, negative = inhibition, usual class: inhibitors; 5.4% of 310,000 active; note: potency is the fitted concentration of half-maximal effect; % is set by controls: 0 for no effect and ±100 for the full control effect; nearly all actives have a fitted effect of over 60% in size
Target sequence (P51450 whole entry, looked up, the tested form may be a part): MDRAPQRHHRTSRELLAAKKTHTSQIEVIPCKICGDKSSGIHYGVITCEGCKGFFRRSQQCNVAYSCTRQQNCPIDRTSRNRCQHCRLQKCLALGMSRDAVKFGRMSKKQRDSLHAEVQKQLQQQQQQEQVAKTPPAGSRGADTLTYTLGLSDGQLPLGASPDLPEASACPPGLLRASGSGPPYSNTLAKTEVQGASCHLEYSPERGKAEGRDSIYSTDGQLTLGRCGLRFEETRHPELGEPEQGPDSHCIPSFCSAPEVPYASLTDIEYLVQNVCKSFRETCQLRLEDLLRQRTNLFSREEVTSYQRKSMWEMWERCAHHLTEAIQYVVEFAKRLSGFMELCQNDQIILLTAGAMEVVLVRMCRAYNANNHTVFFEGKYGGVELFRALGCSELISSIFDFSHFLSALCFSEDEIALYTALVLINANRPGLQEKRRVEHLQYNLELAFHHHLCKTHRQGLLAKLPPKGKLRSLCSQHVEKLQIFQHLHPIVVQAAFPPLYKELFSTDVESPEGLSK
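Drosophila S2 cells stably expressing Gal4-DBD/mouse RORγ fusion under metallothionein promoter plus UAS-luciferase; compound 1 h, then 700 uM CuSO4 induction for 20 h at ambient temperature; inhibition read as reduced luminescence.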
NPC1 prom act = NPC1 promoter activation. Huh7 NPC1 promoter luciferase reporter, 24 h. Potency, µM (top dose mostly 9.22 µM), inactives show top-dose activation, usual class: activators. 2.4% of 320,000 active. AID 485313;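 note: potency is the fitted concentration of half-maximal effect; % of control where 0% means no effect; nearly all actives have a fitted effect of over 60% in size; reporter is driven by a mutant NPC1 promoter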
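Huh7 cells stably carrying NPC1 promoter–luciferase, plated in Opti-MEM with 10% FBS for 2 h, were exposed to compound in DMSO for 24 h at 37 °C; luciferase reagent was added for 10 min and luminescence read.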
KCNH2 3.1 block = inhibitors of human KCNH2 3.1 potassium channel isoform; AID 720553; 0.95% of 340,000 active; U2OS KCNH2 3.1, thallium flux FluxOr; hits give low values; activity change, % (tested at about 1.8 µM);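 active = maximum activity change below -70%; inconclusive = maximum activity change from -70% to -50%; inactive = maximum activity change above -50%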;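 note: thallium influx rate constant from kinetic fluorescence after stimulation buffer; % is set by controls: 0 for no effect and ±100 for the full control effect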
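Thallium flux via FluxOr fluorescence (Red40 quencher, 45 min loading) in U2OS cells virally expressing the KCNH2 3.1 isoform (1.77 x 10^8 /mL virus, overnight at 37 C). Rate constants from 2-min kinetic reads post-stimulation, normalised to positive and negative controls.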
Giardia kill = kills Giardia lamblia | Giardia lamblia trophozoite viability | activity change, % at 7.66 µM, hits read low | 0.15% of 340,000 active | AID 540267; in the data active = activity change below about -80%; inconclusive = between about -30% and that limit;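 note: parasites exposed to compound for two days anaerobically before the ATP read; % is set by controls: 0 for no effect and ±100 for the full control effect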
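ATP-content bioluminescence gauges trophozoite survival. Cells (100/well) receive compound and incubate anaerobically for 48 hrs at 37 deg C; detection reagent follows for 15-30 min at room temperature.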
ELG1 genotoxic = induces genotoxicity in HEK293T cells with luciferase-tagged ELG1. AID 504466. Potency, µM (series often up to 46 µM), for the others: at the highest dose activity change, positive = activation, hits mostly activators. HEK293T ELG1-luciferase reporter, luminescence, 16 h. 1.3% of 330,000 active; note: potency is the fitted concentration of half-maximal effect; % of control where 0% means no effect; nearly all actives have a fitted effect of over 60% in size
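HEK293T cells expressing luciferase-tagged ELG1 were exposed to compound or DMSO vehicle for 16 hr at 37 °C and 5% CO2. Luciferase activity was then measured with ONE-Glo after 30 min at room temperature.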
Rab9 promoter act = Rab9 promoter activation | Huh7 Rab9 promoter-luciferase reporter, luminescence, 24 h | Potency, µM (highest dose often 9.22 µM), inactives show at the highest dose activation, negative = inhibition, actives largely listed as activators | 2.8% of 320,000 active | AID 485297; note: potency is the fitted concentration of half-maximal effect; % of control where 0% means no effect; nearly all actives have a fitted effect of over 60% in size
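Luminescence from Amplite-detected luciferase (10 minutes, ambient) reports Rab9 promoter activation. Before that, stable Rab9-luciferase Huh7 cells (1500/well, reduced-serum OP-MEM I plus 10% FBS) were exposed to compound for 24 hours at 37C.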
* = called active by the depositor; ? = inconclusive; / = no result given; [ ] = remark or other dose. Unless noted, calls come from the whole dose curve; as a rule, active = well fitted curve in the direction sought with a large enough effect; inconclusive = small, poorly fitted or top-dose-only effect, or another doubt; inactive = no such curve, though single readings can be large; an effect the other way counts as inactive or inconclusive.

SMILES | FLuc modulator | uPA surface inh | Gal4-VP16 FLuc | FBPA coupling cs | Tb PFK block | RORg inh | NPC1 prom act | KCNH2 3.1 block | Giardia kill | ELG1 genotoxic | Rab9 promoter act
CCC1CCCCN1CCCNC(=O)C1CCCN(c2ncnc3c2nc2n3CCCCC2)C1 (stereo not given) | 0% | 1% | -3% | 0 | -7% | 2% | -8% | 17 | 1 | -1% | -3%
c1cc2cc(-c3c(-c4ccc5c(c4)OCO5)noc3-c3ccsc3)ccc2[nH]1 | 11µM* | -21% | -7% | -10 | 1% | 37% | ? | / | 4 | 15% | ?
COC(=O)c1ccc(/C=N/NC(=S)NC(C)C)cc1 | -1% | 1% | 7.1µM* | 7 | 0% | 2µM* | 0% | 0 | 24 | 2% | -2%
Cc1ccc(C(=O)NNC(=O)OC(C)(C)C)c(Cl)c1 | -19% | 6% | 18% | 3 | 2% | ? | 12% | -25 | 10 | ? | 15%
COc1cc(CC(=O)NCCc2ccc(S(N)(=O)=O)cc2)cc(OC)c1OC | 0% | 1% | -3% | 2 | -1% | 4% | -3% | 18 | 14 | 2% | 3%
CCOc1ccc(-n2nc3c(=S)[nH]nc(C)c3c2C)cc1 | 3% | 2% | 1% | 3 | 0% | 9% | -5% | 3 | -7 | 5% | -1%
COc1ccc(CN2CCOCC2)cc1 | -1% | 10% | -1% | -1 | 5% | -2% | 1% | -6 | -11 | ? | 1%
COc1ccc(/C=N/NC(=O)c2nc(Cl)c(Cl)c(N)c2Cl)cc1COc1ccccc1F | 5% | 1% | -15% | 1 | 2% | 9% | 0% | -10 | 16 | 1% | -1%
CCc1ccc([C@@H]2C[C@H]3CN(Cc4ccccc4OC)C(=O)[C@]34CCCN24)cc1 | 2% | 0% | 1% | 0 | 3% | 2% | -12% | -36 | -8 | -4% | 5%
COc1ccccc1NC(=O)NCC1CC1(Cl)Cl (stereo not given) | -9% | 3% | -16% | 0 | -2% | 27% | -2% | 13 | 1 | 2% | 8%
Cc1cccc(NC2=C(NCCO)C(=O)c3ccccc3C2=O)c1 | -19% | -5% | 0% | -35* | 0% | -7% | 12% | 13 | -20 | -1% | 11%
O=C(C1CCN(S(=O)(=O)c2ccc(Cl)c(C(F)(F)F)c2)CC1)N1CCC1 | 2% | 1% | / | / | -2% | / | -8% | 0 | -2 | -1% | -6%
Cc1cccc(N2CCN(C(=O)C3CCC(=O)N(Cc4ccccc4F)C3)CC2)c1C (stereo not given) | 3% | -4% | 1% | 1 | -3% | 6% | 2% | -1 | -5 | -5% | 3%
CC1CCC(C(C)C)C(OCC(O)C[N+]2(C)CCCCC2)C1 (stereo not given) | 5% | -6% | -1% | 1 | -8% | -20% | -3% | -14 | 7 | -6% | -7%
CCOC(=O)N1CCN(C(=O)COC(=O)CNC(=O)c2ccc(OCC)c(OCC)c2)CC1 | 0% | 1% | / | / | 1% | / | -3% | -25 | 48[activator] | -1% | 0%
CC(NC(=O)CCn1ccc2cc(S(=O)(=O)N3CCCC3)ccc21)c1ccccc1 (stereo not given) | -3% | -4% | 3% | 0 | -4% | 18% | -4% | -11 | -14 | 0%[9.26 µM] | 1%
CCNC(=S)N(CCN(CC)CC)Cc1cc2cc3c(cc2[nH]c1=O)OCCO3 | -16% | -1% | 7% | 1 | 0% | 10% | -8% | -3 | 4 | 5% | -3%
COc1ccc(-c2ccc(-c3nnn(CC(=O)N4CCOCC4)n3)cc2)cc1 | 0.38µM* | -7% | -21% | 1 | 0% | ? | 3.2µM* | -6 | -19 | ? | 2.8µM*
Cn1c(N)c(C(=O)c2ccc(Oc3ccccc3)cc2)c(=O)n(C)c1=O | -9% | 1% | -7% | 2 | 0% | 43% | -1% | 20 | 27 | 8% | 1%
Cc1ccccc1-c1nnc(SCCOc2ccc3c(C)cc(=O)oc3c2)o1 | 4% | 12% | -1% | 6 | 0% | 2% | -1% | -10 | -8 | -2% | 4%
COC(=O)N/N=C/c1cc(OC)c(O)c([N+](=O)[O-])c1 | -8% | 1% | 5% | -2 | 0% | 0% | -7% | -5 | 4 | 2% | -2%
CC(C)N(Cc1nc2ccccc2c(=O)[nH]1)C(=O)c1ccc(NC(=O)CSc2nnnn2C)cc1 | 0% | -3% | / | / | -2% | / | -3% | 7 | -23 | -3% | -1%
O=C(CNC(=O)c1ccc(Br)o1)Nc1cccc(S(=O)(=O)N2CCOCC2)c1 | 2% | 2% | / | / | -8% | / | 0% | 15 | 20 | -1% | 2%
CCOC(=O)c1nn(-c2ccccc2C)c(=O)cc1OCC(=O)N1CCN(c2ccccc2)CC1 | 3% | 14% | / | / | -3% | / | 1% | 13 | 6 | -5% | -2%
O=C(ONC1=NCCCCC1)c1cccc([N+](=O)[O-])c1 | 1% | -16% | -27% | 1 | 1% | 7.1µM* | 5% | 0 | 0 | 12% | -13%
COC(=O)c1ccccc1S(=O)(=O)N1CCC(C(=O)OCC(=O)NC2CCCCC2C)CC1 (stereo not given) | 0% | -8% | / | / | 0% | / | -3% | -43 | 2 | 1% | -1%
N#Cc1cn(-c2cccc(C(F)(F)F)c2)c(=O)[nH]c1=O | 7% | 5% | -9% | 3 | -1% | -15% | -2% | 19 | 1 | 1% | -7%
CC(CCCC(C)(C)O)NC(=O)c1ccc2oc(CCc3ccccc3)nc2c1 (stereo not given) | -14% | 15% | -4% | 0 | 2% | ? | 5% | -7 | 4 | -4% | 13%
O=C(Nc1ccc2c(c1)CCC2)c1cc(F)cc(F)c1 | 3µM* | 0% | / | / | 0% | / | 2.5µM* | 1 | -6 | ? | 1.4µM*
COc1ccc(S(=O)(=O)Cc2ccc(C(=O)N3CCN(c4ccccc4F)CC3)o2)cc1 | 5% | 8% | 14% | 3 | 3% | 9% | -1% | -22 | 11 | -1% | -5%
Cc1cc(NC(=O)c2cc(-c3ccccc3C)nc3ccccc23)no1 | -3% | -6% | -4% | -2 | 3% | -9% | -1% | 21 | 7 | -8% | -3%
CN1/C(=C\C(=O)COC(=O)c2ccc(O)c(O)c2)C(C)(C)c2ccccc21 | -14% | -15% | ? | 0 | -7% | ? | -17% | 3 | -13 | 6% | 0%
CCOC(=O)CSc1nc2ccc(N3CCOCC3)cc2c(=O)n1Cc1ccccc1 | -4% | -4% | ? | -32* | -14% | 13µM* | 11% | -10 | 5 | 15% | 10%
CCN(CC)C(=O)c1cc2cc([N+](=O)[O-])ccc2s1 | -1% | 3% | -1% | 1 | 8% | 2% | 2% | -5 | -1 | -3% | 3%
Cc1ccc(S(=O)(=O)N2CC3CCCN3c3ccc(C(F)(F)F)cc32)cc1 (stereo not given) | 1% | 1% | -21% | -2 | 5% | ? | -1% | -33 | 14 | -4% | 1%
O=C(Nc1ccc2c(c1)OCO2)c1cnc2n(c1=O)CCS2 | ? | / | 11% | 4 | 5% | -10% | ? | 11 | -9 | ? | 3.2µM*
CCCCn1c(N)c(N(CC)C(=O)Cc2ccc(S(=O)(=O)N3CCOCC3)s2)c(=O)[nH]c1=O | -2% | 2% | / | / | -4% | / | -2% | 1 | 4 | 1% | -1%
COCCN(CC(=O)Nc1ccccc1C(F)(F)F)C(=O)/C=C/c1ccc2ccccc2n1 | -1% | 14% | / | / | -5% | / | 0% | 2 | -14 | 0% | -1%
CC1Sc2ccc(C(=O)NCc3ccccc3Cl)cc2NC1=O (stereo not given) | / | -2% | / | / | 1% | / | / | -22 | -1 | 3% | /
Cc1c(C(=O)C(=O)NCc2ccco2)c2ccccc2n1C | 6% | 7% | 0% | 1 | -4% | -8% | -1% | 2 | 15 | 3% | -1%
CCC(C)n1c(SC(C)C#N)nc2ccccc2c1=O (stereo not given) | 0% | -8% | 6% | 4 | 1% | 15% | -8% | 0 | 4 | 6% | 0%
O=C(O)c1ccc(CSc2nnnn2-c2ccc(F)cc2)cc1 | -12% | 3% | -5% | 8 | 1% | -8% | 0% | -16 | 18 | 2% | 4%
CC(=Nc1ccc(C)c(C)c1)C1=C(O)CSC1=O | 11µM* | 7% | 10% | 6 | 0% | ? | 21% | / | -1 | 18µM* | ?
O=C(Nc1ncc(Cc2cc(Cl)ccc2Cl)s1)c1ccc([N+](=O)[O-])cc1 | -1% | 2% | 4.5µM* | 1 | -1% | 1µM* | -1% | ? | -3 | -6% | -5%
COc1ccccc1-n1c(C)cc(C=O)c1C | -16% | 3% | 14% | 1 | -2% | -12% | -1% | -2 | -23 | 0% | 2%
COC(=O)C1=C(C)NC(=S)NC1/C=C/c1ccccc1 (stereo not given) | -7% | 24% | 16µM* | 0 | -6% | 6.3µM* | -10% | 3 | 0 | -2% | 0%
